From PubChem
DT40 TDP1 no CPT = qHTS for Inhibitors of human tyrosyl-DNA phosphodiesterase 1 (TDP1): qHTS in cells in absence of CPT | AID 686978, 2013 | DT40 Tdp1-/- hTDP1 cells, no CPT, ATP luminescence, 48 h | Potency, µM (doses to about 46.2 µM), inactives show top-dose activity change, negative = growth inhibition, most hits filed as inhibitors | hit rate 15% among 420,000; note: nearly all actives have a fitted effect of over 55% in size
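Cells were dispensed at 400 per well, compounds added by pin tool, plates incubated ≥48 hr at 37 °C, then CellTiter-Glo added for 30 min at room temperature before luminescence reading. Line: DT40 Tdp1-/- complemented with hTDP1; camptothecin omitted.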
DT40 TDP1 CPT = DT40-hTDP1 cell growth loss with CPT; chicken DT40 Tdp1-/-;hTDP1 cells + 20 nM CPT, ATP luminescence, 48 h; Potency, µM (highest dose often 46.2 µM), for inactives: at the top dose activity change, negative = growth inhibition, usual class: inhibitors; hit rate 12% among 420,000; note: nearly all actives have a fitted effect of over 55% in size
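Chicken DT40 Tdp1-/- cells stably complemented with human TDP1 were seeded at 400 cells/well in medium containing 20 nM camptothecin, exposed to pin-transferred compounds, and grown at 37 °C for at least 48 hr. Viability was read as ATP luminescence.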
GCN5L2 inh = GCN5L2 (KAT2A) acetyltransferase inhibition. Q92830. GCN5L2 HAT assay, ThioGlo1 CoA-SH fluorescence. Potency, µM (doses to about 58.9 µM), inactives show top-dose activity change, negative = inhibition, actives largely listed as inhibitors. hit rate 0.21% among 390,000. AID 504327
Target sequence (Q92830 whole entry, looked up): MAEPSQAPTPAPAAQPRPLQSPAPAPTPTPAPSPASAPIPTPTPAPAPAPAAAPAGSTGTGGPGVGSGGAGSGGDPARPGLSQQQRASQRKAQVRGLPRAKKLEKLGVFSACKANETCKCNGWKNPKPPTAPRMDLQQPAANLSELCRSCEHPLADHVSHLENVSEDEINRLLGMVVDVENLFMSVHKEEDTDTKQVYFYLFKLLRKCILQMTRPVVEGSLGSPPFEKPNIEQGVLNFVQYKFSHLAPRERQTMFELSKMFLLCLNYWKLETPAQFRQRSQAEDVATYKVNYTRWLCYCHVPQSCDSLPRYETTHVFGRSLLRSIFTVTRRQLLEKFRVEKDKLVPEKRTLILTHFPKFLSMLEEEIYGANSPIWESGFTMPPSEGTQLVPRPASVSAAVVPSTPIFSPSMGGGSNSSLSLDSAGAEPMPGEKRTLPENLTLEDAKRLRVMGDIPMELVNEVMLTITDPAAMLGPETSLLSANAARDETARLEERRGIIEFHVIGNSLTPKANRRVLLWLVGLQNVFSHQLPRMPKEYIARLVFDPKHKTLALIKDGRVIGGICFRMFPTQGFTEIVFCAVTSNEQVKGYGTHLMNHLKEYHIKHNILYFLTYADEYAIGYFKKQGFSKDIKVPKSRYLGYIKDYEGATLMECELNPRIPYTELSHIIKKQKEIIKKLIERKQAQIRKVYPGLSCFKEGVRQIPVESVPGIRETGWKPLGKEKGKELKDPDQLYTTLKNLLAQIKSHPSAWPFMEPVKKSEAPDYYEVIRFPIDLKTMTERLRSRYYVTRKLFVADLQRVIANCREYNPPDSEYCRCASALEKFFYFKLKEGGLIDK
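GCN5L2 (20nM final) in 50mM HEPES, 0.1mM EDTA pH 7.5, 0.01% Tween-20 was preincubated 15 min at room temperature with compound, then given ThioGlo1 (50uM), H3(1-25) peptide (75uM) and acetyl-CoA (70uM); CoA-thiol fluorescence (Ex340/Em540) was read at 0 and 20 min.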
Numbers without * were called inactive; ? = inconclusive; nt = no result given; & = joins results of further samples; [ ] = remark or other dose. Calls come from the whole dose curve; as a rule, active = well fitted curve in the direction sought with a large enough effect; inconclusive = small, poorly fitted or top-dose-only effect, or another doubt; inactive = no such curve, though single readings can be large; an effect the other way counts as inactive or inconclusive. % is set by controls: 0 for no effect and ±100 for the full control effect; potency is the fitted concentration of half-maximal effect.

smiles	DT40 TDP1 no CPT	DT40 TDP1 CPT	GCN5L2 inh
COCC(=O)NC(c1ccccc1)c1ccccc1	-13%	-22%	-7%
C/C(=N\NS(=O)(=O)c1ccc([N+](=O)[O-])cc1)c1cccs1	?	?	-6%
CCN(CC)c1nc(-c2ccccc2)nc2ccccc12	?	15µM*	-5%
N=C(N)SCCc1cnc[nH]1	-4%&-27%&-11%	-7%&-19%&-6%	?
C=CCn1c(Cc2c[nH]c3ccccc23)nnc1SCC(=O)NCc1ccccc1	14%	-11%	-8%
O=C(NCC1Cc2cccc(-c3cccnc3)c2O1)c1ccc2cc[nH]c2c1 (configuration not stated)	26µM*	2.9µM*	nt
COc1ccc(S(=O)(=O)N2CCOCC2)cc1NC(=O)Cc1ccsc1	-5%	1%	0%
CCC1(c2ccc(F)cc2)NC(=O)N(CC(=O)NCc2ccc(C)cc2)C1=O (configuration not stated)	-19%	-5%	-2%
CCNC(=O)Cn1cc(C#N)c2ccccc21	-13%	-5%	1%
COC(=O)C[C@H](NC(=O)Cn1cnc(C(=O)Nc2ccc(C)c(C)c2)n1)C(=O)OC	-13%	5%	1%
CCOC(=O)C1=C(C)Nc2nc3ccccc3n2C1c1ccc(O)cc1 (configuration not stated)	-15%	-24%	-2%
O=C(Nc1c(-c2ccccc2)[nH][nH]c1=O)c1ccc(-c2ccccc2)cc1	-11%	-26%	nt
Cc1cc(C)nc(NS(=O)(=O)c2ccc(NC(=O)Cc3ccccc3F)cc2)n1	-7%	4%	-1%
Cc1ccc(C)c(S(=O)(=O)N2CCN(C(=O)[C@@H]3CCCN3C(=O)c3cccs3)CC2)c1	-27%	?	2%
COC(C[C@@H](O)C[C@@H](O)COCc1ccccc1)OC	2%	5%	-6%
Cc1ccc(S(=O)(=O)Nc2cc3c4c(c2)C(C)C(=O)N4CCC3)cc1 (configuration not stated)	?	-29%	1%
CCCCC(=O)N(Cc1ccc(-c2ccccc2-c2nn[nH]n2)cc1)[C@@H](C(=O)O)C(C)C	-21%	-18%	nt
NS(=O)(=O)c1ccc(NC(=O)COC(=O)Cn2cnc3ccccc3c2=O)cc1	-14%	-1%	1%
CC(=O)c1c(C)[nH]c(C(=O)N2c3ccccc3CC2C)c1C (configuration not stated)	-12%	-26%	-7%
CCN(CC)S(=O)(=O)c1cccc(NC(=O)CCNC(=O)c2ccc([N+](=O)[O-])cc2)c1	-1%	?	47%[activator]
CCOc1ccc(NS(=O)(=O)c2ccc3[nH]cc(C(=O)NCC4CCCO4)c(=O)c3c2)cc1 (configuration not stated)	-16%&-23%	-13%&-2%	1%&-2%
CN1CCN(c2ccncc2S(=O)(=O)N2CCCCC2)CC1	-1%	9%	-3%
Cc1c(CCC(=O)NCCc2ccccc2)c(=O)oc2c(C)c(O)ccc12	-2%	-7%	-13%
Cc1ccc2oc(C(=O)Nc3sc4c(c3C(=O)NCc3cccnc3)CCCC4)cc(=O)c2c1	?	-17%	-5%
O=C1NC(=O)/C(=C/c2ccccc2Oc2ccc(Cl)cc2)S1	-29%	-9%	-6%

An excerpt from above, reduced to GCN5L2 inh and DT40 TDP1 no CPT:
SMILES	GCN5L2 inh	DT40 TDP1 no CPT
CCOC(=O)C1=C(C)Nc2nc3ccccc3n2C1c1ccc(O)cc1 (configuration not stated)	-2%	-15%
Cc1ccc(C)c(S(=O)(=O)N2CCN(C(=O)[C@@H]3CCCN3C(=O)c3cccs3)CC2)c1	2%	-27%
CCC1(c2ccc(F)cc2)NC(=O)N(CC(=O)NCc2ccc(C)cc2)C1=O (configuration not stated)	-2%	-19%
N=C(N)SCCc1cnc[nH]1	?	-4%&-27%&-11%

(list continues)
smiles	DT40 TDP1 no CPT	DT40 TDP1 CPT	GCN5L2 inh
CCCCNC(=O)C1(C)CCCCN1C(=O)c1ccc2sccc2c1 (configuration not stated)	16µM*	?	nt
O=S(=O)(c1ccc(Cl)cc1)N1CCc2ccccc21	15µM*	?	-5%
FC(F)(F)c1nnc2c(Sc3ccc(Cl)cc3)nc3ccccc3n12	1.8µM*	2.6µM*	-5%
O=C(N/N=C/c1cccc(OCc2ccccc2)c1)c1ccc(Br)cc1	18µM*	?	0%
Cc1cccc(C(=O)NCC(=O)NC2CCN(Cc3ccccc3)CC2)c1	-21%	2%	nt
C=CCN=C1NN=C(c2ccc3c(c2)OCCO3)CS1	-30%	-29%	-8%
Nc1ccn([C@@H]2O[C@H](CNC(=O)[C@@H](Cc3cccnc3)NC=O)[C@@H](O)[C@H]2O)c(=O)n1	-3%	3%	nt
CCOCCOC(=O)C1=C(C)Nc2ccc(C)cc2S1	-24%	-2%	-7%
Cc1cc(C)c2nc(N(Cc3cccnc3)C(=O)c3cccs3)sc2c1	?	?	-5%
CCN(CC)S(=O)(=O)c1ccc(N2CCOCC2)c(NC(=O)Cc2ccc(Cl)cc2)c1	?	?	-14%
COC(=O)[C@]1(C)N[C@H](CN(C)S(=O)(=O)c2ccc(-c3ccccc3)cc2)[C@@H]2C(=O)N(C)C(=O)[C@@H]21	-8%	-19%	2%
CC1(C(=O)Nc2cccc(C(F)(F)F)c2)Cc2ccccc2C(=O)O1 (configuration not stated)	-27%	-25%	-4%
Cc1ccc(CNC(=O)C2CC(c3cc(C(F)(F)F)cc(C(F)(F)F)c3)=NO2)o1 (configuration not stated)	4.6µM*	3.3µM*	-2%
COc1ccccc1NC(=S)NN1CCN(C)CC1	0%	10%	-1%
CCNC(=O)C1CCCN(C(=O)Cc2cccs2)CC1 (configuration not stated)	-2%	13%	nt
CCc1ccccc1NC(=O)CC(c1ccc(OC)cc1)n1cccc1 (configuration not stated)	?	?	39%[activator]
Cc1nc(CSc2ccc(Cl)cc2)cc(N2CC(C)OC(C)C2)n1 (configuration not stated)	?	?	-6%
Cc1ccccc1Nc1c(-c2c[nH]c3ccccc23)nc2cccc(C)n12	?	?	-4%
O=C(NC1CCSc2ccccc21)c1ccc(F)c(S(=O)(=O)N2CCOCC2)c1 (configuration not stated)	-28%	-32%	2%
CCC(Sc1nc2ncnc(N)c2[nH]1)C(=O)O (configuration not stated)	0%	-4%	-2%
CCOc1ccc(NC(=O)c2cc(S(=O)(=O)N3CCOCC3)ccc2F)cc1	?	-5%	2%
CCC(c1nnnn1C1CCCCC1)N(Cc1ccco1)Cc1cc2ccc(OC)cc2[nH]c1=O (configuration not stated)	16µM*	?	-13%
CN(C(=O)C1CCCN(c2ncnc3c2nc2n3CCCCC2)C1)c1cccc(Cl)c1 (configuration not stated)	12µM*	13µM*	-7%
Cc1cc(C)cc(NC(=O)c2cc(S(=O)(=O)N3CCCC3)cn2C)c1	-12%	-12%	-4%
CC(C)CC(NC(=O)CCl)c1ccccc1 (configuration not stated)	?	-27%	-1%
OCC1(CCOc2ccccc2)CCN(Cc2cn[nH]c2-c2ccc(F)cc2)CC1	?	3%	-8%
Cc1ccccc1Nc1c2c(nc3nncn13)CCC2	?	?	1%
COc1cccc(-c2cccc(NC(=O)C3CCN(C4CCC4)CC3)c2)c1	3%	0%	0%
COc1ccc(C)cc1S(=O)(=O)NCC(c1ccc(N(C)C)cc1)N1CCc2ccccc21 (configuration not stated)	?	?	-22%
O=C(c1ccc(Br)s1)N1CCc2ccccc2C1	3%	-20%	-17%
O=C(O)CCc1ccc(-c2ccccc2)n1-c1ccc(C(=O)O)cc1	-7%&-2%	14%&-12%	-3%&3%
CC1(C(=O)OCC(=O)Nc2ccc(S(=O)(=O)N3CCOCC3)cc2)CC1(Cl)Cl (configuration not stated)	-20%	-15%	-6%
CC1=C(C(=O)Nc2cccc(C)n2)C(c2ccc3c(c2)OCO3)C2=C(CC(c3ccco3)CC2=O)N1 (configuration not stated)	-7%	-10%	1%
Cc1onc(-c2ccccc2)c1C(=O)N(Cc1ccccc1)C(C)C	26µM*	?	-15%
CC(OC(=O)c1ccc(Cl)c(S(N)(=O)=O)c1)C(=O)NCc1ccc2c(c1)OCO2 (configuration not stated)	-15%	15%	-8%
CC(C)[C@H](NC(=O)N1CCn2c1nc1ccccc12)C(=O)NCc1ccc2c(c1)OCO2	-16%	?	-7%
Cc1c(-c2cccc(NC(=O)c3ccco3)c2)nc2ncccn12	-23%	5%	?
O=C(NC(=S)Nc1ccccc1Cl)c1ccco1	?	1%	-22%
O=C(NCc1ccco1)c1noc2c1CCCCC2	4%	-4%	2%
Cn1nnnc1SCC(=O)NC(=O)NCc1ccccc1	4%	3%	-9%
CCOc1ccc(NC(=O)C2C3C=CC4(O3)C2C(=O)N(Cc2cccnc2)C4C(=O)NC2CCCCC2)cc1 (configuration not stated)	-25%	-1%	-3%
CN(CCC#N)C(=O)COC(=O)c1cccnc1Nc1ccccc1F	8%	-19%	1%
CN(C)/C=C/C(=O)c1ccc(Cl)cc1Cl	?	8%	3%
Cn1c(N)c(C(=O)COC(=O)c2ccnc3ccccc23)c(=O)n(C)c1=O	-8%	-3%	0%
CCN(CC)c1ccc2cc(C(=O)NNC(=O)c3ccc(S(=O)(=O)N4CCCCC4)cc3)c(=O)oc2c1	?	?	4%
COc1cc(O)c(C(CC(=O)N2CCN(c3ccccc3)CC2)c2ccc(N(C)C)cc2)c(OC)c1 (configuration not stated)	-20%	23µM*	-19%
O=C(CSc1nncs1)NC1CCCCCCC1	?	?	-8%
COC(=O)c1ccccc1NC(=O)CCc1c(C)nc2cc(-c3ccc(Cl)cc3)nn2c1C	?	?	1%
COC(=O)c1sccc1NS(=O)(=O)c1ccc(F)cc1F	-15%	-13%	-14%
CC(C)c1nc(-c2ccccc2)c(-c2ccccc2)[nH]1	21µM*	?	-9%

Laid out differently: results already given.
Results follow in this order: DT40 TDP1 no CPT	DT40 TDP1 CPT	GCN5L2 inh
CN(C)/C=C/C(=O)c1ccc(Cl)cc1Cl
    ?	8%	3%
Cn1c(N)c(C(=O)COC(=O)c2ccnc3ccccc23)c(=O)n(C)c1=O
    -8%	-3%	0%
CCN(CC)c1ccc2cc(C(=O)NNC(=O)c3ccc(S(=O)(=O)N4CCCCC4)cc3)c(=O)oc2c1
    ?	?	4%
COc1cc(O)c(C(CC(=O)N2CCN(c3ccccc3)CC2)c2ccc(N(C)C)cc2)c(OC)c1 (configuration not stated)
    -20%	23µM*	-19%

Following part
smiles	DT40 TDP1 no CPT	DT40 TDP1 CPT	GCN5L2 inh
Cc1cc(C)cc(Nc2cc(=O)n(C3CCCCC3)c(=O)[nH]2)c1	18µM*	?	-14%
CCOC(=O)c1cc(-c2ccccc2)nc2nc(N(CC)CC)sc12	?	-3%	-6%
CS(=O)(=O)Nc1cccc(C2=NN(C(=O)c3ccco3)C(c3cccs3)C2)c1 (configuration not stated)	?	?	-12%
O=C(CCn1c(=O)c2ccccc2n(CC(=O)NCCC2=CCCCC2)c1=O)NCc1ccco1	?	-23%	1%
COc1ccc(/C=C/CN2CCC(C(=O)NC(c3ccc(F)cc3)c3ccc4ccccc4n3)CC2)cc1 (configuration not stated)	21µM*	18µM*	nt
CCOc1ccccc1NC(=O)c1ccc(OCC(=O)N2CCOCC2)c(OC)c1	3%	-12%	-1%
CC1(C(=O)O)CCC(C(N)=O)C1(C)C (configuration not stated)	-1%	-16%	-1%
CCOC(=O)c1cnc2ccc(Cl)cc2c1Nc1ccc(S(=O)(=O)Nc2ncccn2)cc1	-15%	-20%	10%
CCCCC1=CC2=CC(=O)C(C)(OC(=O)CC)C(=O)C2=CN1CCCCO (configuration not stated)	-4%	16%	-17%
O=C(Nc1ccccc1)C1CCN(C(=O)c2ccc(Br)cc2)CC1	-16%	?	-1%
O=C(CNC(=O)c1ccc(Cl)cc1)OCc1nc2ccccc2s1	-2%	1%	-1%
CCOc1ccc(-c2c(C)n([O-])c3c([n+]2=O)CCCC3)cc1	-2%	0%	-11%
CCN(CC)c1ccc(/C=N/N=C(N)N)c(O)c1	0.65µM*	0.65µM*	3%
Cn1cnc([N+](=O)[O-])c1Sc1ccc(Br)cc1	?	?	-3%
COc1ccc(C)cc1S(=O)(=O)N(CC(=O)NCc1ccc(Cl)cc1)Cc1ccccc1	?	21µM*	-6%[0.501 µM]
CCOc1ccc(CCNC(=O)c2sc3nc4n(c(=O)c3c2C)CCCC4)cc1OCC	?	?	-20%
O=C(COc1ccc2c3c(c(=O)oc2c1)CCC3)N[C@@H](CSCc1ccccc1)C(=O)O	4%	12%	3%
Clc1ccc(OCCCNCc2ccccc2)c2ccccc12	?	?	-2%
CCOCCOc1cccc(C(=O)NC(C)c2ccc3ccccc3c2)c1 (configuration not stated)	-24%	-26%	-2%
